NPYLR7 agonist – agonists of mosquito NPYLR7 receptor, primary screen, cell-based, Aedes aegypti, calcium fluorescence, mosquito biting behavior | Aedes aegypti neuropeptide Y-like receptor 7 (NPYLR7) | activation, % at 10 µM | hit rate 0.15% among 270,000 | HEK293T NPYLR7/Galpha15, GCaMP6s calcium fluorescence; in the data active = activation above about 40%;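 also: 0% = vehicle and 100% = reference agonist at the receptor; some compounds past the cut are filed as inactive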
mcGAS lum – cyclic GMP-AMP synthase inhibitors, mouse, primary biochemical chemiluminescence. AID 1259399, 2018. hit rate 0.15% among 160,000. inhibition, % at 12.5 µM. recombinant cGAS, Kinase-Glo ATP depletion luminescence. Q8C6L5;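 also: 0% = negative control wells and 100% = reference inhibitor with no enzyme activity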
hcGAS lum – Primary biochemical luminescence assay for human cyclic GMP-AMP synthase inhibitors; Q8N884; recombinant h-cGAS, ATP depletion, Kinase-Glo luminescence; inhibition, % at 12.5 µM; hit rate 0.081% among 290,000;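 also: 0% = vehicle reaction and 100% = reaction without DNA for no activity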
Target sequence (Q8N884 whole entry, looked up): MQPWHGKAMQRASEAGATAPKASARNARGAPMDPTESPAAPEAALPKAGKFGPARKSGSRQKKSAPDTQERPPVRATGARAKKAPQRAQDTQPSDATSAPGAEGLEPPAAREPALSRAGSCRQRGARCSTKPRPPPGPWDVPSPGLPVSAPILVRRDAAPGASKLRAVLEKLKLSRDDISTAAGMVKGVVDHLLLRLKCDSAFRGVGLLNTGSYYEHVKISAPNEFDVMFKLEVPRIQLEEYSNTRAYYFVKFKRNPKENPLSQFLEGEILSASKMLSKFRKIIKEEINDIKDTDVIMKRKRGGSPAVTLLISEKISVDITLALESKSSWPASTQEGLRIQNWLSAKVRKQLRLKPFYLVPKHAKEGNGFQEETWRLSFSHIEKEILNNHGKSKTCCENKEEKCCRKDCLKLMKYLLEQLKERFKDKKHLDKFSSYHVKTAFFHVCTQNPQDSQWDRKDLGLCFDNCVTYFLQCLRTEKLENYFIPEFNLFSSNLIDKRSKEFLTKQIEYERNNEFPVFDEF
Active calls of the source: *; / = not tested or not shown; & = joins results of further samples. Rule as the data show it, unless noted: active = inhibition above about 40%; inactive = the rest.

1. Cc1nc(S(=O)(=O)N2CCN(CC(OCc3ccc(C(F)(F)F)cc3)c3ccc(Cl)cc3)CC2)cn1C (stereo not given)
2. COc1ccc(-c2nc(CSc3cc(Cl)ccc3Cl)cs2)cc1OC
3. C#CCN(CC1CCCO1)C(=O)Nc1ccccc1-c1nnnn1C1CC1 (stereo not given)
4. COc1ccc(-c2noc(-c3cccc(C(N)=O)c3)n2)cn1
5. CCOC(=O)c1nc2ccccc2nc1N1CCN(C(=O)c2ccc(F)cc2C(F)(F)F)CC1
6. COc1ccc(-c2nc(NS(=O)(=O)/C=C/c3ccccc3)sc2C)cc1
7. COc1ccc(OCC2CN(C(=O)C(C)Oc3ccccc3Cl)CCO2)cc1 (stereo not given)
8. CCCCc1ncc(CN2CCCC3(CCNCC3)CC2)[nH]1
screen / no.	1	2	3	4	5	6	7	8
hcGAS lum	-1.0	-0.7	-4.8	-8.5	-3.5	-10.4	-4.3	-1.0
mcGAS lum	-0.2	-2.8	/	/	-9.3	-7.0	/	/
NPYLR7 agonist	-7.1	22.9	4.4	1.9	/	-0.5	16.1	1.4

9. CCOc1ccc(N2CCN(CC(=O)NC34CC5CC(CC(C5)C3)C4)C2=O)cc1
10. CCCn1c(=O)c2c(nc3n2CC(C)=NN3Cc2ccccc2Cl)n(C)c1=O
11. O=C(COc1ccc(Cl)cc1)Nc1ccc(N2CCC(Cc3ccccc3)CC2)c(C(=O)NCc2cccnc2)c1
12. COCCNc1cc(-c2ccc(-c3ccon3)s2)c2cc[nH]c2n1
13. CN(CCOc1ccccc1F)C1CCCN(c2ccccc2)C1=O (stereo not given)
14. CN(C)c1nc(-c2ccccc2)c(CC(=O)O)s1
15. CN1CC(c2nc(C3CCOCC3)nn2CC(=O)O)CC1=O (stereo not given)
16. CCOC(=O)C1CCCCN1C(=O)CCC(=O)c1ccc(SC)cc1 (stereo not given)
screen / no.	9	10	11	12	13	14	15	16
hcGAS lum	-3.9	-3.7	-3.7	-3.2	-8.1	-5.0	-12.1	0.7
mcGAS lum	/	-8.3	-5.7	-7.6	/	-6.1	-6.4	1.1
NPYLR7 agonist	5.7	4.5	16.2	5.3	2.2	4.1	/	-2.1

17. NS(=O)(=O)c1ccc(NC(=O)C2CCN(c3ccc(-c4cccnc4)nn3)CC2)cc1
18. COc1cc2c(cc1OC)C(c1cccc(Cl)c1)N(C(=O)c1c(OC)cccc1OC)CC2 (stereo not given)
19. Cn1nc(NC(=O)c2ccc(F)cc2F)c2c1NC(=O)CC2c1cccs1 (stereo not given)
20. O=C(O)c1[nH]ncc1CN1CCCC(c2[nH]ncc2-c2ccccc2)C1 (stereo not given)
21. O=C(NC(Cc1cccnc1)C(=O)Nc1cc(-c2ccncc2)c[nH]c1=O)OCC1c2ccccc2-c2ccccc21 (stereo not given)
22. O=C(NC1CCCCC1)c1ccc(NC(=O)N2CCC3(CC2)OCCO3)cc1
23. Cc1cc2ccccc2n1CCC(=O)N1CCCC2(CC1)CNC(=O)O2 (stereo not given)
24. CCOC(=O)c1c(N)sc(C(=O)Nc2ccc(OC)cc2)c1C
screen / no.	17	18	19	20	21	22	23	24
hcGAS lum	5.5	-3.3	-8.1	-7.5	-7.9	-4.0	-2.5	-12.3
mcGAS lum	-0.9	-0.9	-9.2	-13.3	/	/	-7.5	-7.2
NPYLR7 agonist	-7.9	9.1	-11.0	0.7	4.7	0.5	7.5	-3.0

As entered above:
mcGAS lum with #15 → -6.4
hcGAS lum with #18 → -3.3
mcGAS lum with #6 → -7.0
hcGAS lum with #4 → -8.5
hcGAS lum with #22 → -4.0
mcGAS lum with #14 → -6.1
mcGAS lum with #19 → -9.2

Three compounds from above, limited to hcGAS lum:
cpd | SMILES | hcGAS lum
22 | O=C(NC1CCCCC1)c1ccc(NC(=O)N2CCC3(CC2)OCCO3)cc1 | -4.0
23 | Cc1cc2ccccc2n1CCC(=O)N1CCCC2(CC1)CNC(=O)O2 (stereo not given) | -2.5
24 | CCOC(=O)c1c(N)sc(C(=O)Nc2ccc(OC)cc2)c1C | -12.3

(continued)
25. COc1ccc(OC)c(C2Nc3ccccc3-c3nc4ccccc4n32)c1 (stereo not given)
26. CN(Cc1ccco1)C(=O)CSc1nc2ccccc2c(=O)n1Cc1ccc(F)cc1
27. CSc1ccccc1C(=O)N1CCN(c2ncnc3c2nnn3C)CC1
28. CC(NC(=O)c1ccoc1)C(=O)N(C)CCOc1ccccc1Cl (stereo not given)
29. O=C(Cn1cnc([N+](=O)[O-])n1)N/N=C\c1ccc(Cl)cc1Cl
30. CCn1c(=O)c2c(nc3n(C(C)c4ccccc4)c(C)c(C)n23)n(C)c1=O (stereo not given)
31. COc1ccc(-n2nc3c(c2NC(=O)C24CC5CC(CC(C5)C2)C4)CSC3)cc1
32. C#Cc1ccc(CN2CCC(C(=O)Nc3ccc(Oc4ccccc4)nc3)CC2)cc1
screen / no.	25	26	27	28	29	30	31	32
hcGAS lum	-5.9	-5.2	-7.2	-11.0	-6.5	-10.3	-3.2	-9.4
mcGAS lum	/	-7.3	/	/	-7.9	/	-8.1	-4.6
NPYLR7 agonist	-12.5	1.4	1.2	5.8	-7.2	7.6	-3.5	-5.4

33. CN(C)CCN(Cc1c(-c2ccccc2)noc1N(C)C1CCCCC1)C(=O)C1CCCC1
34. O=C(NCC1CCN(c2ccccc2)C1)N1CCCC1C1CCCC1 (stereo not given)
35. O=C1CSC(c2ccc(C(F)(F)F)cc2)N1CC(O)c1ccccc1 (stereo not given)
36. COCCN(CCOC)S(=O)(=O)c1ccc(C(=O)Nc2sc3c(c2C#N)CCC(C)C3)cc1 (stereo not given)
37. COc1ccc(-n2nc3ccc(N)cc3n2)cc1
38. N#CC12CC3CC(CC(C3)C1)C2
39. Cc1cc(S(=O)(=O)N2CCCC(CNC(=O)c3ccc4c(c3)OCO4)C2)c(C)s1 (stereo not given)
40. Cc1cc(C(=O)N2CCN(c3nc4c(Cl)cccc4s3)CC2)on1
screen / no.	33	34	35	36	37	38	39	40
hcGAS lum	-3.4	-2.7	-4.6	-6.8	-1.4	-0.4	-10.7	-7.5
mcGAS lum	-6.8	0.3	-5.2	-5.6	2.7	/	/	-10.6
NPYLR7 agonist	11.4	-4.6	4.6	-4.6	-7.6	0.9	4.4	7.5

Next part, starting with the last 4 of the part before.
37. COc1ccc(-n2nc3ccc(N)cc3n2)cc1
38. N#CC12CC3CC(CC(C3)C1)C2
39. Cc1cc(S(=O)(=O)N2CCCC(CNC(=O)c3ccc4c(c3)OCO4)C2)c(C)s1 (stereo not given)
40. Cc1cc(C(=O)N2CCN(c3nc4c(Cl)cccc4s3)CC2)on1
41. Cc1nc2cc(C(F)(F)F)ccc2n1C1CCN(C(=O)/C=C/c2ccco2)CC1
42. CC(C)c1ccc(C(=O)N2CCCC(N3CCC(CO)CC3)C2)c(=O)[nH]1 (stereo not given)
43. C/C(=C\c1ccco1)CN1CCC(CNC(=O)NC(C)C)C1 (stereo not given)
44. CCc1nc2c(OCCC3CCCCC3)cccn2c1N(C)C(=O)C1CC1
45. O=C(CSc1nc2c([nH]c3ccccc32)c(=O)n1-c1ccc([N+](=O)[O-])cc1)N1CCCC1
46. CN(CC1OC2CCCCC2c2sccc21)S(C)(=O)=O (stereo not given)
47. Cc1ccc(C)c(COc2cccn3c(CCN4C(=O)c5c(C(C)C)nc6ccc(F)cc6c5C4=O)cnc23)c1
48. COCCCN(CC(=O)N(Cc1ccccc1)Cc1ccc(C)s1)C(=O)Nc1ccc(Br)cc1
screen / no.	37	38	39	40	41	42	43	44	45	46	47	48
hcGAS lum	-1.4	-0.4	-10.7	-7.5	-0.7	-5.7	0.4	-3.9	-4.1	-7.8	-0.6	-9.7
mcGAS lum	2.7	/	/	-10.6	1.1	/	/	-2.7	-7.7	-5.7	-2.8	-6.4
NPYLR7 agonist	-7.6	0.9	4.4	7.5	-7.5	22.0	2.5	-3.2	0.3	/	-3.6	13.0

Random excerpt: 2 records from the list, in no set order.
43. C/C(=C\c1ccco1)CN1CCC(CNC(=O)NC(C)C)C1 (stereo not given)
48. COCCCN(CC(=O)N(Cc1ccccc1)Cc1ccc(C)s1)C(=O)Nc1ccc(Br)cc1
screen / no.	43	48
hcGAS lum	0.4	-9.7
mcGAS lum	/	-6.4
NPYLR7 agonist	2.5	13.0

(cont.)
49. CCCc1noc(CN(CC)Cc2ccncc2)n1
50. CCOCCOc1nc(-c2ccccc2F)n(-c2ccc(NC(=O)c3ccc(Cl)cc3)cc2)n1
51. CC(C)(C)c1cc2nc(C(=O)N3CCN(c4cccc(C(F)(F)F)c4)CC3)cc(-c3ccccc3F)n2n1
52. CCC(=O)Nc1c(C)nc2ccc(C)cn2c1=O
53. O=C(CCn1c(=O)oc2ccccc21)Oc1ccccc1Cl
54. Cc1ccc(-c2cc3c(=O)n(CC(=O)Nc4ccccc4F)ncn3n2)cc1C
55. O=C(Cc1ccccc1)Nc1ccnn1C1CCN(C2CCCCC2)CC1
56. Cc1nc2sccn2c(=O)c1NC(=O)c1ccccc1Cl
screen / no.	49	50	51	52	53	54	55	56
hcGAS lum	-8.0	-0.6	-8.7&-0.9	-9.1	-8.9	-7.8	-6.9	-11.0
mcGAS lum	/	-4.3	-9.7&-4.8	/	-8.5	-9.6	/	-7.4
NPYLR7 agonist	21.1	19.6	-7.0&6.3	1.9	8.9	-8.6	9.3	16.7

57. Nc1c(S(=O)(=O)c2ccccc2)c2nc3ccccc3nc2n1Cc1ccc(S(N)(=O)=O)cc1
58. CCOC(=O)c1c(NC(=O)C=Cc2cccs2)sc2c1CCC(C)C2 (stereo not given)
59. COc1ccc(CN2CC(OC)CN(C(=O)c3ccc(N(C)C)cc3)CC2=O)cc1 (stereo not given)
60. CN(CC(=O)Nc1ccc(Cl)cc1)C(=O)CSc1ccccn1
61. Cc1nnc(SCCC(=O)N2CCCC3(CCN(C)CC3)CC2)s1
62. CC(C)C(N)c1csc(Nc2ccc(C(=O)N(C)Cc3ccccc3)cn2)n1 (stereo not given)
63. CC1c2[nH]c3ccccc3c2CCN1CC(=O)NCc1cccs1 (stereo not given)
64. OCCn1c(SCCc2ccccc2)nc2ccccc21
screen / no.	57	58	59	60	61	62	63	64
hcGAS lum	-2.4	-1.1	-16.0	-16.0	-0.6	1.6	-9.3	-0.8
mcGAS lum	/	-2.5	-4.7	/	/	0.1	/	/
NPYLR7 agonist	1.1	-6.9	19.3	29.0	4.8	-5.7	6.5	4.6

65. CC(NC(=O)C1CCC1)c1nc(-c2cccc(Cl)c2)no1 (stereo not given)
66. Nc1nc(N2CCN(Cc3ccccc3)CC2)nc(N2CCN(Cc3ccccc3)CC2)c1[N+](=O)[O-]
67. CCOC(=O)c1c(NC(=O)c2snnc2C)c(-c2ccc(OC)cc2)cn1Cc1ccccc1
68. Cc1cc(-c2cccc3cnccc23)cnc1N
69. C[C@]12CCC3c4ccc(O)cc4CCC3C1C[C@@H](O)[C@@H]2O (stereo not given in full)
70. COc1ccccc1N1CCN(c2nc(Cc3ccccc3)nc3cc(Cl)ccc23)CC1
71. O=C(NCc1ccc2c(c1)OCO2)c1ccc(CN2CCCCC2)cc1
72. CCC(C)(NC(=O)c1cc(C2CC2)on1)c1nc(C)cs1 (stereo not given)
screen / no.	65	66	67	68	69	70	71	72
hcGAS lum	5.8	-5.6	-6.2	-1.9	-4.2	-4.0	-5.7	-0.5
mcGAS lum	/	/	-8.1	/	/	-4.6	/	/
NPYLR7 agonist	3.3	-2.0	13.0	2.3	-7.3	4.0	12.7	0.4

73. CCOC(=O)c1ccc(O)cc1
74. Cc1noc(-c2cccc(F)c2)c1C(=O)NCCOc1ccccc1
75. COCCCN(C(=O)c1ccc([N+](=O)[O-])cc1)C(C)c1nc2ccccc2c(=O)n1-c1ccc(OC)cc1 (stereo not given)
76. CCOC(=O)C1(CCCc2ccccc2)CCN(C(=O)CCN2CCCCO2)CC1
77. CN(CC(=O)N1CCN(S(=O)(=O)c2ccccc2Cl)CC1)Cc1ccco1
78. CCCc1cc(=O)[nH]c(Nc2ccccc2O)n1
79. CCOC(=O)C1(CCOc2ccccc2)CCCN(Cc2cc(OC)c(O)c(OC)c2)C1 (stereo not given)
80. Cc1cccc(-n2nc(C(=O)O)c(=O)n(Cc3ccccc3Cl)c2=O)c1
screen / no.	73	74	75	76	77	78	79	80
hcGAS lum	-3.5	-4.7	-13.7	-2.6	-10.5	-1.5	-9.7	5.3
mcGAS lum	/	-8.8	-6.0	-5.3	/	-7.7	-10.7	/
NPYLR7 agonist	2.3	9.0	/	-9.2	7.3	-11.9	12.7	0.8

81. O=C(CC1CNCCO1)N1CCC2(CC1)C(=O)Nc1ccccc12 (stereo not given)
82. CC(C)(C)c1ccc(C(=O)NCC(=O)N=Nc2c(O)n(CCc3ccccc3)c3ccccc23)cc1
83. Cc1noc(C)c1CC(=O)N1CCc2c([nH]c3ccccc23)C1c1ccccn1 (stereo not given)
84. CSc1nncn1-c1cccc(NS(=O)(=O)c2ccc(F)cc2)c1
screen / no.	81	82	83	84
hcGAS lum	-0.3	-1.8	-9.4&1.0	-8.3
mcGAS lum	-11.0	-5.0	-1.7	/
NPYLR7 agonist	2.7	6.7	3.2&21.4	-3.5

From PubChem BioAssay
